Anesthetic bind = binds horse apoferritin like a general anesthetic; P02791; apoferritin/1-aminoanthracene competitive binding, fluorescence; Potency, µM (highest dose often 77.5 µM), for the others: at the top dose activity change, negative = displacement, actives largely listed as inhibitors; 350,000 compounds, 0.074% hits; AID 485281; further: on the % scale 0 is the no-effect control and ±100 the full control effect; nearly all actives have a fitted effect of over 20% in size
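Read-out: endpoint 1-AMA fluorescence, excitation 380 nm and emission 535 nm, after compounds sit 10 min at room temperature with 10 uM horse-spleen apoferritin in 50% saturated 1-AMA/PBS. Values come from four-parameter Hill fits.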
BAZ2B block = blocks human BAZ2B; Q9UIF8; AlphaScreen BAZ2B-H3K14Ac peptide displacement; Potency, µM (doses to about 114 µM), without a hit: top-dose activity change, negative = inhibition, actives largely listed as inhibitors; 360,000 compounds, 4.4% hits; AID 504333; further: on the % scale 0 is the no-effect control and ±100 the full control effect; nearly all actives have a fitted effect of over 60% in size
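BAZ2B 50 nM plus b-H3(5-23)K14Ac 50 nM, PBS pH 7.4/0.01% Tween-20, 30 min RT; compound added (max 110 uM), 30 min RT; streptavidin donor/Ni-chelate acceptor beads 10 ug/mL final, 20 min dark; AlphaScreen read.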
Pol iota inh = blocks human DNA polymerase iota activity; Q9UNA4; Pol iota fluorescent replication assay, 10 min; Potency, µM (series often up to 115 µM), inactives show at the highest dose activity, negative = inhibition, hits mostly inhibitors; 390,000 compounds, 1% hits; AID 588590
Target sequence (Q9UNA4 whole entry, looked up): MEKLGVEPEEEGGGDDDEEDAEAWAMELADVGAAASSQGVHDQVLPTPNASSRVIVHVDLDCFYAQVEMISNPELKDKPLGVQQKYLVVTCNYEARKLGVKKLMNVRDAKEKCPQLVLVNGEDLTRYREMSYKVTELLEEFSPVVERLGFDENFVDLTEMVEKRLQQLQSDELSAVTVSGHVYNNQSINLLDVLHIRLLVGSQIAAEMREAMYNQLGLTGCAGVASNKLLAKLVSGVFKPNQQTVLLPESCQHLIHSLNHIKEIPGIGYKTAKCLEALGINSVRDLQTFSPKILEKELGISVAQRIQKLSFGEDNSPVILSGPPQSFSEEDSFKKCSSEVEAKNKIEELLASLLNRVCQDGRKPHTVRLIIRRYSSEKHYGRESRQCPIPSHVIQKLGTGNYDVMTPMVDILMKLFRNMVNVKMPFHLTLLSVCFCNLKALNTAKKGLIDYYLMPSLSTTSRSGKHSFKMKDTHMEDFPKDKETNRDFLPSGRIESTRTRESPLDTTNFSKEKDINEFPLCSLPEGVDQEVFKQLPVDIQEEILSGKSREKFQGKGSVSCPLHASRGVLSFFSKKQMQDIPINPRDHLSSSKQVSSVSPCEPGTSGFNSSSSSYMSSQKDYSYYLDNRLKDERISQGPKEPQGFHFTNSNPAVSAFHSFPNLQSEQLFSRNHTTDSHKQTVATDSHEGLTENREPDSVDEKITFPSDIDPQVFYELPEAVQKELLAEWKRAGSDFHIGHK
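Fluorescent replication assay read twice, at 0 min and 10 min after adding 50 nM (final) substrate. Enzyme (10 nM) and compounds were first incubated 15 min at room temperature; enzyme-free buffer wells were negative controls.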
POLB inh = blocks human DNA polymerase beta activity; P06746; Pol beta primer extension/strand displacement, fluorescence kinetic; Potency, µM (series often up to 114 µM), without a hit: at the top dose activity change, negative = inhibition, hits mostly inhibitors; 340,000 compounds, 1.3% hits; AID 485314; further: on the % scale 0 is the no-effect control and ±100 the full control effect
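Pol beta (10 nM) was preincubated with compound for 15 min at room temperature. The reaction was then started with 50 nM substrate and read immediately and after a further 10 min at room temperature.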
APEX1 inh = inhibitors of human APE1 endonuclease | Potency, µM (highest dose often 65.8 µM), inactives show at the top dose activity change, negative = inhibition, hits mostly inhibitors | P27695 | 350,000 compounds, 0.35% hits | recombinant APE1, TAMRA/BHQ-2 abasic DNA cleavage fluorescence | AID 2517;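 further: plate controls were vehicle for no effect and reference inhibitor for full effect; nearly all actives have a fitted effect of over 55% in size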
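APE1 at 0.75 nM preincubated 15 min at room temperature with compound. Reaction then started with 50 nM double-stranded THF-abasic substrate labelled with TAMRA/BHQ-2, and 525/598 nm fluorescence read kinetically. Activity taken as third-minus-first read difference, normalized to DMSO and NSC13755 controls.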
Pol eta inh = DNA polymerase eta (human) inhibition. recombinant Pol eta, fluorescent DNA replication assay. Potency, µM (doses to about 114 µM), without a hit: at the top dose activity change, negative = inhibition, hits mostly inhibitors. 390,000 compounds, 1.2% hits. AID 588591; further: on the % scale 0 is the no-effect control and ±100 the full control effect
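Pol eta (10 nM) was preincubated with compounds for 15 min at room temperature, after which fluorescent replication substrate (50 nM final) was added to start the reaction. Fluorescence was read kinetically at 0 and 10 min.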
POLK inh = blocks human DNA polymerase kappa activity; Q9UBT6; purified Pol kappa, fluorescent DNA synthesis assay, 10 min; Potency, µM (titrated, usually from 107 µM), without a hit: at the top dose activity, negative = inhibition, most hits filed as inhibitors; 400,000 compounds, 0.53% hits; AID 588579; further: on the % scale 0 is the no-effect control and ±100 the full control effect
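Enzyme at 10 nM met test compounds for 15 min at room temperature. Substrate addition (50 nM final) began the reaction, which was monitored by fluorescence at 0 and 10 min.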
BLM inh = Bloom syndrome helicase (human) inhibition | AID 2528 | Potency, µM (series often up to 56.1 µM), for the others: at the top dose activity change, negative = inhibition, actives largely listed as inhibitors | P54132 | 350,000 compounds, 0.2% hits | recombinant BLM DNA unwinding, fluorescence dequenching;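 further: plate controls were vehicle for no effect and no enzyme for full effect; nearly all actives have a fitted effect of over 35% in size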
G9a block = blocks human histone lysine methyltransferase G9a; Q96KQ7; G9a H3K9 monomethylation, AlphaScreen, 2 h; Potency, µM (doses to about 102 µM), for inactives: top-dose activity, negative = inhibition, most hits filed as inhibitors; 350,000 compounds, 8.8% hits; AID 504332; further: on the % scale 0 is the no-effect control and ±100 the full control effect; nearly all actives have a fitted effect of over 75% in size
Target sequence (Q96KQ7 913-1193 limits assumed): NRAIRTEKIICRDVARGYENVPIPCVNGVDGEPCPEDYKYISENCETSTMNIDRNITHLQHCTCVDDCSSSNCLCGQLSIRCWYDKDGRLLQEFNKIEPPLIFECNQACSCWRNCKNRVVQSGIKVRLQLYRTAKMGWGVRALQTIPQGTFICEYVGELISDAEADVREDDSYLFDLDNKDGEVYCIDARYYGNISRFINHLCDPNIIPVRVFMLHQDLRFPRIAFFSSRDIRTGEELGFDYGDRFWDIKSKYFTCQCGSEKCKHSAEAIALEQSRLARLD
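G9a (20 nM) was preincubated 15 min with compound, then reacted 2 h at room temperature with 500 nM biotin-H3K9 peptide and 20 µM SAM. Monomethyl-H3K9 detected by AlphaScreen using anti-H3K9me1 antibody.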
Starred values were filed as active, the others as inactive; ? = inconclusive; / = no result given; & = joins results of further samples; [ ] = dose if it differs, or a comment. The call rests on the fitted dose curve; in most records, active means well fitted curve in the direction sought with a large enough effect; inconclusive means small, poorly fitted or top-dose-only effect, or another doubt; inactive means no such curve, though single readings can be large; an effect the other way counts as inactive or inconclusive. Potency means the concentration at half of the fitted maximal effect. Not all compounds are listed; the hit share may differ from the screen's.

Abbreviations: A = Anesthetic bind; B = BAZ2B block; C = Pol iota inh; D = POLB inh; E = APEX1 inh; F = Pol eta inh; G = POLK inh; H = BLM inh; I = G9a block
CCCCN1CC(COCc2ccccc2)Oc2ccccc2S1(=O)=O (stereo unspecified)
  A: /; B: /; C: -16%; D: /; E: -19%; F: -13%; G: -22%; H: /; I: /
C=CCn1c(-c2cccc(OCC)c2)n[nH]c1=S
  A: -8%; B: -9%; C: -7%; D: 29%; E: 4%; F: 4%; G: -17%; H: -3%; I: 8.9µM*
O=C(NC1CCCC1)C1CCC(=O)N1C1CCCCC1 (stereo unspecified)
  A: 1%; B: -2%; C: 45%[activator]; D: 33%; E: 18%; F: -16%; G: -1%; H: 0%; I: 18%[59 µM]
COc1cccc(NC(=O)CCC(=O)Nc2ccc3nc(N4CCOCC4)cc(C)c3c2)c1
  A: 11%; B: 9%; C: 10%; D: ?; E: 1%; F: -27%; G: -3%; H: 0%; I: -10%
CN(C)c1ncc2nc(CCc3ccccc3)c(=O)n(C3CC3)c2n1
  A: /; B: /; C: /; D: /; E: 18%; F: /; G: -6%[60.1 µM]; H: 7%; I: -9%[0.501 µM]
O=C(NCc1csc(-c2cccs2)n1)C1CCC1
  A: -6%; B: -7%; C: 19%; D: 1%; E: 7%; F: -20%; G: 4%; H: -4%; I: 7%
CC1COc2ccccc2N1C(=O)c1ccc(Cl)cc1 (stereo unspecified)
  A: -14%; B: 5%; C: 173%[activator]; D: 6%; E: 42%[activator]; F: -16%; G: 0%; H: -3%; I: -4%
CCC(=O)N1CCc2cc(CNC(=O)Cc3ccc(F)cc3)ccc21
  A: -8%; B: -6%; C: 2%; D: 27%; E: /; F: 4%; G: -4%[60.1 µM]; H: 1%; I: 1%[59 µM]
CC1CCCN(C(=O)c2cc(-c3ccco3)nc3ccccc23)C1 (stereo unspecified)
  A: /; B: 2%; C: 28µM*; D: /; E: 18%; F: -11%; G: -4%; H: /; I: -10%[2.33 µM]
Cc1ccc(-n2nnnc2SCc2ccccn2)cc1C
  A: ?; B: 0%; C: 16%; D: 1%; E: 4%; F: -6%; G: -7%; H: -2%; I: 1%[12.7 µM]
COc1ccc(S(=O)(=O)N2CCC(C(N)=O)CC2)c2ccccc12
  A: -7%; B: 8%; C: 3%; D: 23%; E: -1%; F: -17%; G: -3%; H: -5%; I: 2%
COc1c(Cl)cc(Cl)cc1CNCCNCC(C)O (stereo unspecified)
  A: -5%; B: -30%[57.1 µM]; C: -17%; D: 0%; E: 0%; F: -7%; G: -3%; H: 15%; I: 35µM*
CCN(CC)c1ccc(C2C(C(=O)OCCOC)=C(C)NC3=C2C(=O)CCC3)cc1 (stereo unspecified)
  A: 0%; B: -9%; C: 19%; D: -20%; E: 2%; F: -6%; G: 0%[60.1 µM]; H: 0%; I: 4.5µM*
CCCOc1ccc(C(=O)N(CC(C)C)c2c(N)n(Cc3ccccc3)c(=O)[nH]c2=O)cc1
  A: /; B: 25%; C: 9%; D: /; E: 5%; F: 5%; G: -15%; H: /; I: -41%
Cc1cc(NC(=O)/C=C/c2cccc(Cl)c2)n(-c2nc3ccccc3[nH]2)n1
  A: -16%; B: 9%; C: 13%; D: 10%; E: 4%; F: -3%; G: -13%; H: -6%; I: -7%[59 µM]
CCOCCCn1c(SCC(=O)Nc2ccc(C(N)=O)cc2)nc2ccccc2c1=O
  A: -13%; B: -35%; C: -11%; D: 8%; E: -6%; F: -12%; G: 9%; H: 7%; I: ?
O=C(NCCN1CCCCC1)c1c(O)c2ccccc2[nH]c1=O
  A: -1%; B: -4%; C: 2%; D: 24%; E: ?; F: 1%; G: -1%; H: 5%; I: ?
O=C(O)c1ccc(C2Nc3ccccc3-c3nnc(SCc4ccc(Cl)cc4)nc3O2)cc1 (stereo unspecified)
  A: -5%; B: 50µM*; C: ?; D: 25µM*; E: /; F: -28%; G: ?; H: -14%; I: -27%[59 µM]
COc1ccc(CNS(=O)(=O)NCc2ccccc2)cc1
  A: -4%; B: -1%; C: -23%; D: -13%; E: 2%; F: -6%; G: -1%; H: 0%; I: 3%
Oc1ccc(-c2nc3ncccn3c2Nc2ccc3c(c2)OCO3)cc1
  A: -7%; B: 50µM*; C: ?; D: ?; E: 2%; F: -12%; G: -18%; H: -3%; I: ?
CN1CCN(S(=O)(=O)c2cccc(C(=O)N(C)Cc3c(F)cccc3Cl)c2)CC1
  A: /; B: 10%; C: 10%; D: /; E: -10%; F: -1%; G: -9%; H: /; I: ?
O=S(=O)(c1ccc(NC(=S)N/N=C/c2ccc(O)c(O)c2)cc1)N1CCOCC1
  A: 8%; B: ?; C: 20µM*; D: -27%; E: 13µM*; F: -3%; G: ?; H: -19%; I: /
CCN(CC)C(=O)c1sc2c(c1C)c(=O)n(-c1ccc(C)c(C)c1)c(=O)n2CC(=O)NCC1CCCO1 (stereo unspecified)
  A: 1%; B: -4%; C: 96%[activator]; D: 0%; E: 16%; F: -1%; G: 1%; H: -7%; I: 0%
CCCC[C@]12Cc3ccccc3C(O1)c1c(c3ccccc3oc1=O)O2
  A: -7%[15.3 µM]; B: 1%[22.9 µM]; C: /; D: 1%[22.9 µM]; E: 9%[12.4 µM]; F: /; G: /; H: -3%[12.4 µM]; I: ?
O=C1/C(=C\c2cccc([N+](=O)[O-])c2O)SC(=S)N1Cc1ccccc1
  A: 3%; B: 2µM*; C: ?; D: 35µM*; E: -27%; F: 79µM*; G: -32%; H: -14%; I: 2µM*
Cc1noc(-c2ccc(N(C)Cc3ccccc3)c([N+](=O)[O-])c2)n1
  A: -10%; B: 3%; C: -2%; D: -24%; E: /; F: -8%; G: -18%; H: -3%; I: -6%[59 µM]
Clc1ccc(-c2nc3ccccc3n2OCc2ccccc2)cc1
  A: -13%; B: 8%; C: 12%; D: 7%; E: 2%; F: -6%; G: -3%; H: -2%; I: /
CC(=O)c1cnc2cc(C)nn2c1C
  A: -1%; B: 5%; C: 5%; D: 13%; E: 13%; F: -9%; G: 0%; H: -1%; I: /
CCc1ccc(C(=O)N2CCN(c3ccc(F)cc3)CC2)s1
  A: -12%; B: 8%; C: 31%[activator]; D: 2%; E: 5%; F: -10%; G: -3%; H: 0%; I: 13%[12.7 µM]
CCn1cc(C(=O)NCCc2ccc(C)cc2)c(=O)c2cc(S(=O)(=O)N3CCc4ccccc4C3)ccc21
  A: -13%; B: /; C: 9%; D: 23%; E: /; F: -12%; G: 6%; H: -8%; I: -1%[59 µM]
CCCOc1ccc(C(=O)Nc2ccc(S(=O)(=O)Nc3cc(C)nc(C)n3)cc2)cc1
  A: 2%; B: -17%; C: 32%[activator]; D: 14%; E: 0%; F: -4%; G: 2%; H: -6%; I: -25%
CCC(=O)c1ccc(OCC(=O)NC2CCN(Cc3ccccc3)CC2)cc1
  A: /; B: /; C: -21%; D: /; E: 44%; F: -10%; G: 9%; H: /; I: /
CC(C)CC(c1nnnn1CCc1ccccc1)N1CCC(C(N)=O)CC1 (stereo unspecified)
  A: -7%; B: -1%; C: 20%; D: 0%; E: 1%; F: 1%; G: -14%; H: 2%; I: -3%[59 µM]
Oc1ccccc1-c1n[nH]c(=S)n1Cc1ccccc1
  A: 3%; B: ?; C: 57%[activator]; D: 3%; E: 22%; F: -4%; G: -5%; H: -5%; I: 2.8µM*
COc1ccc(C(CNC(=O)CCNC(=O)c2ccccc2Cl)N2CCCC2)cc1 (stereo unspecified)
  A: /; B: 7%; C: 8%; D: /; E: 11%; F: -10%; G: -17%; H: /; I: -5%[59 µM]
Cc1ccccc1CN1C(=O)c2ccccc2Sc2ccc(C(=O)NCc3cccs3)cc21
  A: 4%; B: -1%; C: -6%; D: -8%; E: /; F: -4%; G: -7%[60.1 µM]; H: -9%; I: -2%[59 µM]
O=C(c1ccccc1)C1CCN(C(=O)c2ccc(Cl)cc2)CC1
  A: 4%; B: 1%; C: -5%; D: 2%; E: 54%; F: -3%; G: 2%; H: -3%; I: 4%
Cc1cccc(C)c1NC(=O)CN(C)C(=O)c1ccc(-c2cccc(C(F)(F)F)c2)o1
  A: /; B: ?; C: -18%; D: /; E: 19%; F: -9%; G: -13%; H: /; I: -11%
CC1CCCCN1C(=O)c1ccccc1OC1CCN(S(C)(=O)=O)CC1 (stereo unspecified)
  A: -5%; B: 9%; C: 81%[activator]; D: 2%; E: -1%; F: -11%; G: 2%; H: -2%; I: -30%
C=CCNC(=S)NNC(=O)c1ccncc1
  A: -6%; B: -25%; C: 18%; D: -1%; E: 3%; F: -14%; G: -6%; H: -3%; I: 20%
Cc1c(C(=O)N2CCC(C(N)=O)CC2)oc2ccc(Br)cc12
  A: /; B: -5%; C: 44%[activator]; D: /; E: -3%; F: -18%; G: -11%; H: /; I: -11%
CCc1ccccc1N(CC(=O)NC(C)(C)CC)C(=O)CCC(=O)Nc1nccs1
  A: -1%; B: ?; C: 16%; D: 10%; E: 20%; F: -5%; G: 9%; H: -2%; I: 7%
Cc1cc(C)n2nc(C(=O)Nc3ccc4c(c3)OCCO4)nc2n1
  A: /; B: 9%; C: 8%; D: /; E: -2%; F: 4%; G: -7%; H: /; I: 13%[2.33 µM]
COc1ccc(-c2[nH]c(-c3ccccc3)nc2SCC(=O)NC2CCCC2)cc1
  A: -12%&-14%; B: ?; C: -1%&-17%; D: -7%; E: ?; F: -10%&-22%; G: 12%&4%; H: -7%&-5%; I: -48%[59 µM]

One compound at a time, from the list above. Order of screens: Anesthetic bind, BAZ2B block, Pol iota inh, POLB inh, APEX1 inh, Pol eta inh, POLK inh, BLM inh, G9a block
Cc1cc(C)n2nc(C(=O)Nc3ccc4c(c3)OCCO4)nc2n1 across the screens: /, 9%, 8%, /, -2%, 4%, -7%, /, 13%[2.33 µM]
Cc1c(C(=O)N2CCC(C(N)=O)CC2)oc2ccc(Br)cc12 across the screens: /, -5%, 44%[activator], /, -3%, -18%, -11%, /, -11%

Compound activity (PubChem)
